Bioassay records: PubChem BioAssay, National Center for Advancing Translational Sciences (NCATS)
Peg3 imprint: qHTS Assay for Compounds that Induce Erasure of Genomic Imprints | 110,000 compounds, 0.02% hits | Potency, µM (doses to about 60.7 µM), inactives show at the highest dose activity change, positive = activation, most hits filed as activators | mouse ES Peg3-LacZ reporter, beta-gal luminescence, 40 h | AID 1948, 2009;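 further: 0% = negative control wells on the plate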
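Readout: BetaGlo luminescence (5 min, room temp) for LacZ from the normally silent maternal Peg3 allele in female Peg3LacZ-Neo ES cells. Cells 300/well, 40 h, 37C, 5% CO2. Data normalized per plate to negative controls.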
p53ts 32C tox: qHTS Screen for Compounds that Selectively Target Cancer Cells with p53 Mutations: Cytotoxicity of p53ts Cells at the Permissive Temperature; H1299-p53A138V at 32C, ATP luminescence viability, 24 h; 130,000 compounds, 0.93% hits; Potency, µM (series often up to 46.1 µM), for inactives: at the top dose activity change, negative = cytotoxicity, most hits filed as cytotoxic;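 further: 0% = DMSO and -100% = full killing by reference compound; nearly all actives have a fitted effect of over 55% in size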
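Cells: H1299 p53ts (A138V), 600/well, pre-incubated 16–30 h at 37C. Cpd up to 46 uM, 24 h, 32C. Readout: ATPlite luminescence, 20 min RT. Normalization: DMSO vs tamoxifen 100 uM. AC50 by Hill equation.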
IkB signaling: IkB Signaling; 110,000 compounds, 0.04% hits; ABC-DLBCL IkBa-CBG/CBR dual luciferase ratio, 4 h; response scale: scaled: untreated 0%, proteasome inhibitor 100%; Potency, µM (highest dose often 57.1 µM), for the others: at the highest dose IkBa stabilization activation; active means well fitted curve in the direction sought with a large enough effect in the signal ratio, not every such curve was filed as active; inconclusive means small, poorly fitted or top-dose-only effect, or a change in a side signal; the % refers to the signal ratio;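 further: the direction sought is a rising ratio; 0% = basal untreated cells and 100% = reference inhibitor full response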
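Curves were fitted separately to fusion (green), unfused (red) and ratio luminescence, then classed by r2, magnitude and activity. Cells: OCI-Ly3, 4 h compound plus doxycycline at 37C; 10 uM MG-132 defined full response.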
p53ts 39C kill: qHTS Screen for Compounds that Selectively Target Cancer Cells with p53 Mutations: Cytotoxicity of p53ts Cells at the Nonpermissive Temperature. Potency, µM (titrated, usually from 46.1 µM), for inactives: at the highest dose activity change, negative = cell killing, hits mostly cytotoxic. 130,000 compounds, 1.5% hits. H1299-p53A138V viability at 39C, ATP luminescence, 24 h; further: nearly all actives have a fitted effect of over 55% in size
* = called active by the depositor; ? = inconclusive; . = no result given; [ ] = another dose, or the depositor's remark. Unless noted, the call rests on the fitted dose curve; in most records, active means well fitted curve in the direction sought with a large enough effect; inconclusive means small, poorly fitted or top-dose-only effect, or another doubt; inactive means no such curve, though single readings can be large; an effect the other way counts as inactive or inconclusive. Unless noted, on the % scale 0 is the no-effect control and ±100 the full control effect; potency means the concentration at half of the fitted maximal effect. Not a hit list (roughly 1.7% active in at least one column).

SMILES	Peg3 imprint	p53ts 32C tox	IkB signaling	p53ts 39C kill
CCCN(CCC)C(=O)Cn1c(=O)n(-c2ccc(C)cc2)c(=O)c2ccc(C(=O)NCc3ccccc3Cl)cc21	-1%[10.9 µM]	4%	?	5%
O=C(NCC1COc2ccccc2O1)c1c[nH]c2ccc(S(=O)(=O)N3CCOCC3)cc2c1=O (stereo unspecified)	-24%	-1%	2.4%	-17%
OCCNc1nc(Nc2ccccc2)nc(Nc2ccccc2)n1	-3%	-6%	-1.1%	-10%
COc1ccc2c(c1)CCC(C)N2S(=O)(=O)c1ccc(C2CNC(=O)C2)cc1 (stereo unspecified)	-20%	3%	1.0%	-7%
O=C(O)CCCC(=O)N1CCN(c2cccc(Cl)c2)CC1	1%	2%	1.4%	0%
CC(=O)N1CCc2cc(CNS(=O)(=O)c3ccc(F)cc3)ccc21	-13%[10.9 µM]	-7%	0.3%	-7%
O=S(=O)(c1ccccc1)N1CCC[C@@]2(CCN(c3ccccc3)C2)C1	.	-7%	0.2%[11.4 µM]	-3%
Cc1ccc(S(=O)(=O)c2cn(Cc3ccccc3Cl)c3ccc(F)cc3c2=O)cc1	-10%[10.9 µM]	-4%	?	-25%
C[C@@H](N1CCOCC1)[C@@](O)(c1ccccc1)c1ccccn1	7%[10.9 µM]	-3%[9.22 µM]	2.0%[11.4 µM]	1%[9.22 µM]
COCCN(C(=O)Cc1cccs1)c1nnc(-c2cccnc2)s1	-12%	-8%	-0.1%	-8%
COc1ccccc1-c1cc(C(=O)Nc2cccnc2)no1	-42%[inhibitor]	?	?	?
CCCC(=N)C1=C(O)CC(CC(C)SCC)CC1=O (stereo unspecified)	-14%	3%	-3.0%	-4%
COc1ccc(-c2nc3c4ccccc4n(CC(=O)N4CCN(c5ccc(F)cc5)CC4)c(=O)n3n2)cc1	10%[10.9 µM]	2%	4.8%	-8%
COC(=O)c1ccc(C(NC(=O)OCc2ccccc2)/C(C)=C/[C@@H](C)C(=O)NCc2cc(C)on2)cc1 (stereo partly specified)	-10%	-15%	.	-13%
COC(=O)c1cnn2c(C)c(Cc3cccc(F)c3)c(C)nc12	-19%	-10%	4.5%	-5%
Cc1ccc(NC(=O)N2CCCC2C(=O)NCCc2ccccc2)cc1 (stereo unspecified)	-10%	-2%	0.2%	6%
Cc1c(Cl)cccc1NC(=O)CC1SCCNC1=O (stereo unspecified)	-13%	-2%	3.7%	-1%
O=c1cc(-c2ccccc2O)oc2c1ccc1ccccc12	-5%	3%	6.6%[11.4 µM]	9%
CCCn1nc(-c2nnc(-c3ccc(C)c(C)c3)o2)c2ccccc2c1=O	8%	5%	?	-9%
COC(=O)c1ccc(CSc2nc3ccncc3n2Cc2ccc(F)cc2)cc1	-11%[10.9 µM]	-7%	?	-21%
O=c1/c(=C/c2ccc(CNS(=O)(=O)c3ccccc3)o2)sc2n1CCN=2	-44%[inhibitor]	7%	-0.5%	9%
CN(C)C(=O)N1CCN(C(=O)c2ccccc2Sc2ccccc2C#N)CC1	-14%	9%	-1.3%	9%
COC(=O)CCCCC(=O)C1C(=O)CC(C)(C)C(C(=O)OC)C1=O (stereo unspecified)	-2%	7%	0.2%	-2%
CCOC(=O)Cn1c2ccc(OC)cc2c2nc3ccccc3nc21	-10%	13%	3.8%	3%
Cc1ccc(C)c(-n2cc(-c3ccccc3)nc2SCC(=O)Nc2ccccc2)c1	16%[10.9 µM]	7%	?	-14%
COc1cc2cc(C(c3nnnn3Cc3ccc(F)cc3)N3CCCCCC3)c(=O)[nH]c2cc1OC (stereo unspecified)	-8%	5%	1.9%	-5%
CCCCNC(=O)C(CC)Sc1nc2ccccc2c(=O)n1Cc1ccco1 (stereo unspecified)	-14%[10.9 µM]	0%	?	1%
Cc1ccc2cccnc2c1	3%	-18%[1.84 µM]	1.7%	6%
CN(CC(=O)NCc1ccccc1Cl)S(=O)(=O)c1ccc2c(c1)c(=O)n(C)c(=O)n2C	?	3%	1.4%	-3%
COC(=O)CCCCCC(CCC(=O)OC)NC(C)=O (stereo unspecified)	-1%	-1%	1.8%	2%
CC(C)(C)OC(=O)N1CCC(c2c(C(=O)NCCN3CCOCC3)cnn2-c2ccccc2)CC1	-7%[10.9 µM]	8%	?	3%
Cc1cccc(OCC(=O)N2CCC(c3ccccc3)C2)c1 (stereo unspecified)	10%	?	3.7%	?
CCOc1ccc(NC(=O)Cn2c(=O)n(CCCCCC(=O)NCc3ccccc3)c(=O)c3sccc32)cc1	-14%[10.9 µM]	-26%	1.0%	?
CC1CCc2c(sc(NC(=O)c3cc(-c4ccc(Br)cc4)on3)c2C(N)=O)C1 (stereo unspecified)	-5%[10.9 µM]	-6%	3.0%	-18%
Cc1ccc2c(c1)C(=O)OC(C(=O)Nc1ncc(Cc3ccccc3)s1)C2 (stereo unspecified)	-3%[10.9 µM]	-10%	?	19%
CC(=O)NCCn1c(SCC(=O)NCC2CCCO2)nc2ccccc2c1=O (stereo unspecified)	1%	4%	2.3%	9%
O=C(Cc1ccccc1)Nc1c(C(=O)Nc2ccccc2F)oc2ccccc12	-12%[10.9 µM]	0%	?	-6%
N#Cc1ccccc1Cn1c(=O)n(CCCCC(=O)NCc2ccc3c(c2)OCO3)c(=O)c2ccccc21	-11%[10.9 µM]	0%	1.0%	9%
Cc1ccc(NC(=O)Cn2c(=O)n(CCC(=O)NCCc3ccccc3)c(=O)c3ccccc32)cc1	18%[10.9 µM]	2%	-0.3%	-8%
CCOC(=O)c1cc2c(=O)n3ccccc3nc2n(CC(C)C)c1=NC(=O)C(C)(C)Oc1ccc(Cl)cc1	-15%[10.9 µM]	-14%	?	14%

Compound profiles (already shown). Order of screens: Peg3 imprint, p53ts 32C tox, IkB signaling, p53ts 39C kill
Shown for CC(C)(C)OC(=O)N1CCC(c2c(C(=O)NCCN3CCOCC3)cnn2-c2ccccc2)CC1 = -7%[10.9 µM], 8%, ?, 3%
Shown for O=C(Cc1ccccc1)Nc1c(C(=O)Nc2ccccc2F)oc2ccccc12 = -12%[10.9 µM], 0%, ?, -6%
Shown for N#Cc1ccccc1Cn1c(=O)n(CCCCC(=O)NCc2ccc3c(c2)OCO3)c(=O)c2ccccc21 = -11%[10.9 µM], 0%, 1.0%, 9%
Shown for CCOC(=O)c1cc2c(=O)n3ccccc3nc2n(CC(C)C)c1=NC(=O)C(C)(C)Oc1ccc(Cl)cc1 = -15%[10.9 µM], -14%, ?, 14%
Shown for CC(=O)NCCn1c(SCC(=O)NCC2CCCO2)nc2ccccc2c1=O (stereo unspecified) = 1%, 4%, 2.3%, 9%

Carrying on:
SMILES	Peg3 imprint	p53ts 32C tox	IkB signaling	p53ts 39C kill
CCCCOc1ccc(C(=O)Nc2ccc(N3CCN(C(=O)C(C)C)CC3)cc2)cc1	4%	-4%	-0.1%	0%
CCCC(=O)N(c1ccc2oc(C)c(C(C)=O)c2c1)S(=O)(=O)c1ccc(CC)cc1	-22%[10.9 µM]	28%	-1.4%	7%
CCCOC(=O)c1c(-c2ccccc2)nc(CC)c(C(=O)SCC)c1CCC	-18%	19%	1.8%	-9%
Cc1cccn2c(=O)c3cc(C#N)c(=O)n(-c4nnc(SCc5ccc(F)cc5)s4)c3nc12	-13%[10.9 µM]	-1%	-0.7%	-1%
Cc1ccc(-c2cnc(C3CC3)o2)cc1S(=O)(=O)Nc1ccc(F)cc1Cl	-6%[10.9 µM]	2%	2.6%	-19%
COc1cccc(OC)c1NC(=O)CN1CCC(NC(=O)c2cccc(F)c2)CC1	.	4%	.	4%
Cc1nnc(SCC(=O)Nc2ncc3c(n2)CCCC3=O)s1	2%	-8%	-0.3%	-2%
COc1ccccc1-c1cncnc1NCCN1CCOCC1	-6%	1%	2.3%[11.4 µM]	0%
CC(C)=CC(=O)Nc1ccccc1Br	-5%	13%	1.5%	3%
Cn1c(CCN2CCCCC2)nc2cc(NS(=O)(=O)c3ccc(F)cc3)ccc21	-32%[inhibitor]	5%	13%	17%
COc1ccc2c(c1)c1c(n2C(C)=O)C(OC(C)=O)=NCC1	-4%	8%	3.4%	22%
COc1ccccc1N1CCN(C(=O)c2cc3c(s2)-c2ccccc2OC3)CC1	-10%[10.9 µM]	21%	-0.4%	-29%
CCOC(=O)CSc1nc2c(sc3ccccc32)c(=O)n1CCCN1CCOCC1	-17%	-7%	-0.9%	9%
Cc1cc(NC(=O)CSc2nnc3c(C)cc4cc(C)c(C)cc4n23)no1	1%	9%	-0.8%	-3%
Cn1nnnc1SCC(=O)Nc1ccc(Cl)cc1Cl	-8%	-8%	-0.5%	-9%
COCCn1c(=S)[nH]c2cc(OC)c(OC)cc2c1=O	17%	8%	4.5%	13%
CC(NC(=O)c1ccc2c(c1)OCCO2)C(=O)O (stereo unspecified)	-1%	-3%	-0.7%	4%
CCOC(=O)C1=C(C)NC(=O)NC1c1ccc(OCC(=O)Nc2ccccc2)c(OC)c1 (stereo unspecified)	-7%	1%	0.3%	-4%
CCc1ccccc1NC(=O)CCn1cccn1	-16%[10.9 µM]	8%	-0.2%	0%
NC(=O)OC[C@H](O)COc1ccc(Cl)cc1	-8%[16.8 µM]	-10%[20.6 µM]	-1.3%[25.6 µM]	-1%[20.6 µM]
CCOC(=O)N1CCc2c(sc(NCc3sccc3C)c2C(=O)Nc2ccccc2OCC)C1	-13%[10.9 µM]	0%	?	14%
Cc1ccc(-c2nc(S(=O)(=O)c3ccc(C)cc3)c(N3CCCCCC3)o2)cc1	-18%[10.9 µM]	8%	1.3%	7%
Cc1ccc(NC(=O)CCn2cnc3cc(C)c(C)cc32)cc1	.	-10%	.	-8%
Cc1ccc(-n2ncc3c(Nc4cccc(Cl)c4)ncnc32)c(C)c1	-8%[10.9 µM]	-9%	?	?
Cc1ccc(Cn2ncc3c(N4CCN(c5ccccc5C)CC4)ncnc32)cc1	-21%	-13%	1.6%	-1%
O=C(CSc1ccc2nnc(-c3ccncc3)n2n1)Nc1ccc2c(c1)OCCO2	-10%	-2%	-0.3%	-10%
Cc1ccc(CN2C(=O)c3ccccc3C2C(=O)NC2CCCCCC2)cc1 (stereo unspecified)	-6%[10.9 µM]	2%	?	-7%
CCN(CC)C(=O)CSc1ncnc2c(-c3cccs3)nsc12	-37%[inhibitor]	-9%	?	-10%
Cc1cc(=O)n(C)c(=O)n1CCCCCN1CCCC1	-4%	0%	-0.7%	3%
O=C(O)CC(NS(=O)(=O)c1cccc2nsnc12)c1ccc(F)cc1 (stereo unspecified)	3%	-11%	0.0%	-4%
COc1ccc(N(CC(=O)N2CCCC(C)C2)S(=O)(=O)c2c(C)nn(C)c2C)cc1 (stereo unspecified)	-18%	7%	-2.9%	-9%
Cn1c(=O)[nH]c2cc(-c3noc(-c4ccc(F)cc4)n3)ccc21	8%[10.9 µM]	0%	-1.5%	2%
Cn1cc(-c2nc3cnc(Oc4ccccc4)nc3n(C3CC3)c2=O)c2ccccc21	?	0%	3.1%[11.4 µM]	-6%
O=C(NCc1cccc(Cl)c1)c1ccc(CS(=O)Cc2ccccc2Cl)o1 (stereo unspecified)	-12%[10.9 µM]	-4%	?	-6%
CC1(C)Cc2nc3sc4c(=O)[nH]cnc4c3cc2CS1	-11%	-3%	-1.1%	0%
COC(=O)c1ccc(NC(=O)CCc2c(C)nc3c(c(C)nn3-c3ccc(C)cc3)c2C)cc1	-14%[10.9 µM]	-5%	?	-21%
Cc1[nH]cnc1CSCCN	-16%	5%	4.4%	21%
CC1=CC(c2ccccc2)n2nc(N3C(=O)CCC3=O)nc2N1 (stereo unspecified)	.	-7%	.	-4%
COc1ccccc1NC(=O)c1oc2ccc(C)cc2c1C	-3%	?	?	?
COc1ccccc1CCNC(=O)Cn1ccc2cc(S(=O)(=O)N3CCCCCC3)ccc21	6%[10.9 µM]	8%	0.5%	?

3 entries from above, arranged by number of heavy atoms, descending.
SMILES	Peg3 imprint	p53ts 32C tox	IkB signaling	p53ts 39C kill
Cn1cc(-c2nc3cnc(Oc4ccccc4)nc3n(C3CC3)c2=O)c2ccccc21	?	0%	3.1%[11.4 µM]	-6%
Cn1c(=O)[nH]c2cc(-c3noc(-c4ccc(F)cc4)n3)ccc21	8%[10.9 µM]	0%	-1.5%	2%
CC1(C)Cc2nc3sc4c(=O)[nH]cnc4c3cc2CS1	-11%	-3%	-1.1%	0%
